# AMA1 RON2 block – qHTS for Inhibitors of AMA1-RON; Towards Development of Antimalarial Drug Lead: Primary Screen; Plasmodium falciparum AMA1 (3D7) - RON2 peptide interaction; AlphaScreen AMA1-biotinylated RON2 peptide binding; Potency, µM (top dose mostly 58.2 µM), for inactives: at the highest dose activity change, negative = inhibition, usual class: inhibitors; hit rate 0.2% among 360,000; AID 720542, 2013;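 also: 0% = vehicle wells and -100% = peptide control; nearly all actives have a fitted effect of over 45% in size; some results filed as inactive show a strong effect at the top dose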
#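 AMA1 (3D7) with his tag at 25 nM final met compounds first, then biotinylated RON2 peptide at 25 nM; detection used donor plus acceptor beads, 10 µg/mL apiece, read by AlphaScreen after 30 min at room temperature.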
# TbPYK inhibitor – qHTS of Trypanosoma Brucei Inhibitors | pyruvate kinase (Trypanosoma brucei), Q57TT1 | TbPYK enzyme, Kinase-Glo Plus ATP luminescence, 45 min | Potency, µM (highest dose often 76.8 µM), inactives show at the top dose activity, negative = inhibition, usual class: inhibitors | hit rate 0.12% among 410,000; also: nearly all actives have a fitted effect of over 50% in size
#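 TbPYK + substrate in 50 mM TEA pH 7.2, 100 mM KCl, 10 mM MgCl2, 0.05% BSA, 0.01% Tween-20; cpd pinned; ADP 130 uM final; 45 min RT; Kinase-Glo Plus 10 min; luminescence endpoint.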
# * hit, by the source's call; ? = inconclusive; [ ] = remark or other dose. Calls follow the shape of the dose curve; as a rule, active = well fitted curve in the direction sought with a large enough effect; inconclusive = small, poorly fitted or top-dose-only effect, or another doubt; inactive = no such curve, though single readings can be large; an effect the other way counts as inactive or inconclusive. Unless noted, % is scaled to controls: 0 for no effect and ±100 for the full control effect; potency is read from the fitted curve at half-maximal effect. Not all compounds are listed; rates above refer to the full screens.
SMILES	AMA1 RON2 block	TbPYK inhibitor
COc1ccc2[nH]c3c(c2c1)CCN1C(=O)C(CC(=O)NCCCn2ccnc2)C[C@H](C(=O)N2CCCCC2)[C@@]31CCc1ccccc1 (stereo not given in full)	-5.0%	-2.6%
CCOc1ccc(S(=O)(=O)/N=C(/Nc2ccc(S(N)(=O)=O)cc2)c2ccccc2)cc1	-5.6%	-2.0%
Cc1onc(-c2ccccc2Cl)c1C(=O)Nc1cccc(S(=O)(=O)N2CCOCC2)c1	8.8%	2.4%
CSc1ccc(CN2CCC(N3CCC(C(=O)NC4CC4)CC3)CC2)cc1	0.0%	-6.6%
CCc1ncc(C(O)c2ccc(Cl)cc2)n1Cc1ccccc1 (stereo not given)	-3.2%	-3.3%
CC(=O)C1CCC2C3CCC4CC(=O)CCC4(C)C3C(C)(O)CC12C (stereo not given)	-3.7%	0.1%
COC(=O)c1ccc2nc(-c3ccc(C)cc3)c(Cc3ccccc3OC)n2c1	24.3%	2.5%
CCNC(=O)C1CCCN(C(=O)c2ccccc2)CC1 (stereo not given)	-5.6%	-0.4%
COc1ccc(C(=O)COC(=O)CN2C(=O)C3CC=CCC3C2=O)c(OC)c1 (stereo not given)	-3.7%	-11.8%
CN(C)C(=O)C1=NOC2(C1)C(=O)Nc1ccccc12 (stereo not given)	-3.6%	-3.0%
CSc1ncnc2c1ncn2CCCNCC1CCCO1 (stereo not given)	2.7%	7.0%
CCCS(=O)(=O)NC(=O)C1(C)CCCN(C(=O)c2cc(-c3cccs3)oc2C)C1 (stereo not given)	3.0%	0.0%

# Structural class: the compounds so far containing four or more nitrogen atoms
SMILES	AMA1 RON2 block	TbPYK inhibitor
COc1ccc2[nH]c3c(c2c1)CCN1C(=O)C(CC(=O)NCCCn2ccnc2)C[C@H](C(=O)N2CCCCC2)[C@@]31CCc1ccccc1 (stereo not given in full)	-5.0%	-2.6%
CSc1ncnc2c1ncn2CCCNCC1CCCO1 (stereo not given)	2.7%	7.0%

# Continued:
SMILES	AMA1 RON2 block	TbPYK inhibitor
Cc1nn(C)c(C)c1NC(=O)COc1ccc(F)cc1Br	-8.7%	9.5%
Cc1ccc([C@@H]2CC(=O)[C@@H]3CN(S(=O)(=O)c4ccc(C)cc4)[C@H](c4ccccc4F)C[C@@H]3N2S(=O)(=O)c2ccc(C)cc2)cc1	1.2%	4.8%
CC(C)(CNCc1ccccc1)NS(=O)(=O)c1ccccc1	1.8%	2.1%
Cc1ccc(S(=O)(=O)N2C[C@H]3C(=O)C[C@@H](c4ccccc4F)N(S(=O)(=O)c4ccc(C)cc4)[C@H]3C[C@H]2c2ccccc2F)cc1	12.8%	5.1%
Nc1ccc2c(c1)Cc1cc(Cl)c(Cl)cc1-2	-29.2%	-14.2%
O=C(Cc1ccccc1)NS(=O)(=O)c1ccccc1	2.9%	4.7%
COc1ccc(-c2c3c(nc4sc(C(=O)Nc5ccccc5)c(N)c24)CCC3)cc1	34.1%[activator]	7.6%
CCOC(=O)C1CCCN(C(=O)c2cc(F)cc(F)c2)CC1 (stereo not given)	-2.6%	-8.9%
COc1ccc2[nH]c(=O)c(-c3nnn(-c4ccc(Cl)nc4)n3)cc2c1	-9.0%	-8.6%
Cc1nc2ccc(NC(=O)C3=NN(C)C(=O)CC3)cc2s1	-8.5%	-1.8%
CCCCN(C(C)=O)c1c(CC)nc2ccc(C(=O)NCCCN(C)C)cn12	-10.8%	-11.5%
CC(CNc1ccc(Cl)cc1)(CNc1ccc(Cl)cc1)[N+](=O)[O-]	?	0.8%
CC1CC2(CC(CN(C3CCCCC3)C3CCCCC3)OC2=O)C(=O)O1 (stereo not given)	0.4%	-8.7%
COc1ccc(-c2csc(C(NC(C)=O)c3ccccc3)n2)cn1 (stereo not given)	15.3%	-10.7%
Cc1ccc(CN2CCC[C@]3(N[C@H](c4ccccc4)[C@@H]4C(=O)N(Cc5ccccc5)C(=O)[C@@H]43)C2=O)cc1	20.9%	-20.5%
CCN(C(=O)COc1ccc(C(C)=O)cc1)c1cccc2ccccc12	-18.9%	6.0%
CSc1ccc(/C=C/C(=O)OCC(=O)N2CCCCCC2)cc1	-1.5%	5.5%
Cc1ccc(S(=O)(=O)NC2CCCCCC2)cc1	27.1%	-26.3%
O=C(CSc1ncccn1)NNC(=O)c1ccccc1	-6.4%	6.5%
COc1cccc(SCc2noc(C(=O)NCC3CC3)c2C(=O)NCC2CC2)c1	7.4%	6.8%
CCN(C(=O)CSc1nnc(-c2ccccc2Cl)n1N)c1c(N)n(Cc2ccccc2)c(=O)[nH]c1=O	-6.7%	1.2%
Cc1onc(-c2ccccc2)c1C(=O)N[C@@H]1C(=O)N2C1SC(C)(C)[C@@H]2C(=O)O (stereo not given in full)	52.5%[activator]	0.5%
CC(=O)Nc1ccc(CN(C)c2c(C)nc3ccc(C(=O)NC4CCN(Cc5ccccc5)CC4)cn23)cc1	3.9%	-0.9%
CC1(C(=O)NCc2ccc(Cl)cc2)CCN1C(=O)Cc1cccc2ccccc12 (stereo not given)	6.7%	2.5%
COC(=O)[C@H]1C[C@H](OC(=O)NCc2ccc(OC)c(OC)c2)[C@@]2(O)CN(S(=O)(=O)c3ccc(C)cc3)CC2[C@H]1C(=O)OC (stereo not given in full)	-3.4%	2.8%
FC(F)C(F)(F)Oc1cccc(Nc2nccn3c(-c4cccc5cccnc45)cnc23)c1	47.8%[activator]	5.9%
CCCc1c(-c2ccc(F)cc2F)ncn1Cc1ccccc1OC	-9.6%	1.7%
CCOc1ccc(CCN2C(=S)N([C@@H](CC(C)C)CN3CCC[C@@H]3CN3C(=S)NC[C@@H]3CC(C)C)C[C@@H]2CC(C)C)cc1	8.2%	-3.9%
COc1ccc(C(=O)COC(=O)C(O)c2ccccc2)c(OC)c1 (stereo not given)	-4.6%	-3.2%
O=C(Cn1ccc([N+](=O)[O-])n1)NCc1ccccc1	-2.2%	0.2%
CNc1cncc(-c2cc(OC)ccc2OC)n1	-5.1%	-0.1%
COC(=O)CN1C(=O)[C@H]2[C@@H](/C=C/c3ccccc3)N3C(=O)CN(Cc4ccc(-c5ccccc5)cc4)C(=O)[C@@]3(C)[C@H]2C1=O	9.9%	-2.9%
COc1ccc(C(=O)NCC(c2ccco2)N2CCCCC2)cc1S(=O)(=O)Nc1ccc(C)cc1 (stereo not given)	-3.9%	4.7%
Cc1ccc(NC(=O)c2ncn(CCCNCCCc3ccccc3)n2)cc1C	7.8%	3.2%
C[C@@H](NCCCn1cnc2c(OCc3ccccc3)ncnc21)c1cccc2ccccc12	-5.8%	-5.2%
CC1(C(=O)NS(=O)(=O)c2ccc3c(c2)CCO3)CCN1C(=O)CCc1ccc(Cl)cc1Cl (stereo not given)	6.8%	-2.5%
Cc1ccccc1S(=O)(=O)N1C[C@H]2CON(C)[C@H]2C[C@H]1c1cccc(N2CCOCC2)c1	-3.8%	-10.5%
COC(=O)c1cc(C(=O)OCC(=O)N2CCCCC2)cc([N+](=O)[O-])c1	4.1%	2.8%
CC(C)CC1(C)NC(=O)N(CC(=O)Nc2ccccc2Br)C1=O (stereo not given)	4.8%	2.1%
CCCCN(C(=O)c1cccc(S(=O)(=O)N(CC)c2ccccc2)c1)c1c(N)n(CCCC)c(=O)[nH]c1=O	12.9%	1.7%
COc1ccc([C@H]2C[C@@H](O)[C@H](n3cc(COC(=O)c4ccccc4)nn3)CN2C(=O)C2CCCCC2)cc1	-1.8%	-7.3%
CC(=O)NC1=C(N2CC2C)C(=O)C(NC(C)=O)=C(N2CC2C)C1=O (stereo not given)	19.9%	-1.9%
COCCNC(=O)C1CC(c2ccc(C(F)(F)F)cc2)=NO1 (stereo not given)	-5.2%	-3.8%
CCCNC(=O)CSc1nnc(NC(=O)C2CC(=O)N(c3ccccc3OC)C2)s1 (stereo not given)	29.4%	?
Cc1ccc(OC(C)C(=O)N2CCc3ccccc32)c([N+](=O)[O-])n1 (stereo not given)	-0.6%	2.7%
CNc1nc(NCc2ccc(C)cc2C)c2sccc2n1	23.6%	5.4%
COc1ccc(OC(C)C(=O)NCC2CCCO2)cc1 (stereo not given)	22.1%	-9.5%
CC(=Cc1ccccc1)C=C1SC(=S)N(CCCC(=O)Nc2ccc(C(=O)O)cc2)C1=O	-13.4%	-3.4%

# An excerpt of these results, as labelled records:
CNc1nc(NCc2ccc(C)cc2C)c2sccc2n1
  AMA1 RON2 block = 23.6%; TbPYK inhibitor = 5.4%
COc1ccc(OC(C)C(=O)NCC2CCCO2)cc1 (stereo not given)
  AMA1 RON2 block = 22.1%; TbPYK inhibitor = -9.5%
CC(C)CC1(C)NC(=O)N(CC(=O)Nc2ccccc2Br)C1=O (stereo not given)
  AMA1 RON2 block = 4.8%; TbPYK inhibitor = 2.1%
Cc1ccc(OC(C)C(=O)N2CCc3ccccc32)c([N+](=O)[O-])n1 (stereo not given)
  AMA1 RON2 block = -0.6%; TbPYK inhibitor = 2.7%

# Going on with the list.
SMILES	AMA1 RON2 block	TbPYK inhibitor
O=S(=O)(c1ccccc1)N1CCN(Cc2ccccc2)c2ccccc21	?	0.0%
Cc1ccc(F)c(S(=O)(=O)NC(=O)C2(C)CCN2C(=O)CCc2cccs2)c1 (stereo not given)	-0.3%	5.0%
Cn1nc(C(=O)NNC(=O)c2cccc(Cl)c2)ccc1=O	9.8%	4.6%
COc1cccc(OC)c1C(=O)Nc1ccccc1Sc1ccccc1	-9.1%	2.9%
OC(c1ccc(F)cc1)c1ncc(-c2ccc3ccccc3c2)[nH]1 (stereo not given)	-1.2%	-1.9%
CN(CC(=O)Nc1ccc(F)c(F)c1F)C(=O)C1(c2ccccc2)CC1	0.0%	9.1%
Cc1noc(C)c1C(=O)OCC(=O)Nc1ncc(C(F)(F)F)cc1Cl	-0.1%	-4.8%
CC1Cc2ccccc2N1S(=O)(=O)c1cccc(C(=O)NCc2ccco2)c1 (stereo not given)	-10.4%	-5.7%
COc1ccc(NS(=O)(=O)c2cc(OC)ccc2OC)cc1	-13.7%	-1.2%
COc1ccc(NC(=O)Cn2ccc(C(F)(F)F)n2)cc1S(=O)(=O)N1CCOCC1	-4.9%	5.4%
COCC(=O)N1CCc2ccc(NC(=O)c3ccc(C(F)(F)F)cc3)cc2C1	2.9%	-1.0%
C#CCOCCOCCOCCNc1nc(N2CCN(C(=O)[C@H]([C@@H](C)O)n3cc(CCCCN)nn3)CC2)nc(N2CCN(C(=O)[C@H](C)n3cc(CCC(=O)O)nn3)CC2)n1	0.0%	1.4%
CC1(C)SC2c3ccccc3C(=O)N2C1C(=O)O (stereo not given)	7.2%	0.7%
Cc1ccc(C(=O)OCC(=O)N2c3ccccc3NC(=O)C2(C)C)cc1S(=O)(=O)N1CCCCC1	-27.5%	-1.5%
CC(C)CC1NC(=O)c2cccnc2-n2c1nc1cc(F)ccc1c2=O (stereo not given)	-4.2%	-13.2%
O=C(Cc1ccccc1)c1ccc(O)cc1O	-2.8%	1.0%
CN(Cc1ccccc1)C(=O)c1cccc(NC(=O)Cc2ccc(NC(=O)C3CCCN(C(=O)C4CCCCC4)C3)cc2)c1 (stereo not given)	-5.5%	3.0%
C[C@H](NC(=O)COc1ccccc1)C(=O)OCC(=O)c1cc2ccccc2o1	5.4%	1.5%
O=C(Nc1ccc2c(c1)OCCO2)C(c1cc2ccccc2o1)N1CCN(C/C=C/c2ccccc2)CC1 (stereo not given)	?	-1.4%
O=C(CN1CCOc2ccccc21)N1CCN(c2cccc(Cl)c2)CC1	-11.6%	0.9%
CCOC(=O)c1cnc(N)nc1-c1ccccc1	-24.1%	10.9%
COc1ccc(C(c2nnnn2C2CCCCC2)N2CCN(C/C=C/c3ccccc3)CC2)cc1 (stereo not given)	-9.3%	5.6%
CC(C)C(=O)N1CCC1(C)C(=O)NCc1ccc(F)cc1Cl (stereo not given)	-14.7%	-8.4%
COc1ccc(C(=O)NCc2ccc(C)cc2)cc1S(=O)(=O)N1CCOCC1	-29.2%	10.0%
C[C@@H]1CN([C@H](C)CO)C(=O)CCCn2cc(nn2)CO[C@H]1CN(C)C(=O)CCC(F)(F)F	-6.5%	6.4%
COc1ccccc1NS(=O)(=O)c1cccc(C(=O)NNC(=O)C(C)NC(=O)c2ccco2)c1 (stereo not given)	54.6%[activator]	0.4%
NS(=O)(=O)c1cccc(NC(=O)COC(=O)c2ccccc2SCC(=O)N2CCCC2)c1	?	2.3%
COc1ccc(S(=O)(=O)N(C)C[C@H]2Oc3ccc(NC(=O)CCC(F)(F)F)cc3C(=O)N([C@H](C)CO)C[C@@H]2C)cc1	5.5%	-3.0%
COCCNC(=O)C1(C)CCCN(C(=O)c2cccc(C(F)(F)F)c2)C1 (stereo not given)	-3.1%	2.8%
CCN(CC)CC(C)(C)C(=O)/C=C/c1ccc(/C=C/C(=O)C(C)(C)CN(CC)CC)cc1	14.6%	-11.2%

# Screening results (PubChem)
